PHOSPHO1 block – inhibitors of human PHOSPHO1 phosphatase. inhibition, % at 13.3 µM. AID 1565. 290,000 compounds, 1.1% hits. recombinant PHOSPHO1, absorbance phosphatase assay. Q8TCT1; in the data active means inhibition above about 60%
Target sequence (Q8TCT1 whole entry, looked up): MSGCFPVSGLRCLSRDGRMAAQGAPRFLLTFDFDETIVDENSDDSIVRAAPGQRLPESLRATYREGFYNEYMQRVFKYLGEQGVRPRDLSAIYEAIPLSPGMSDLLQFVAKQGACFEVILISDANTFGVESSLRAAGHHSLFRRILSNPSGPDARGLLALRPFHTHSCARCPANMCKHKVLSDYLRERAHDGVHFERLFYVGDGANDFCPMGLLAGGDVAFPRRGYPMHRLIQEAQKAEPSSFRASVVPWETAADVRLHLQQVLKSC
NALP1 yeast inh – NALP1 inhibition | inhibition, % at 10 µM | S. cerevisiae NALP1/ASC/caspase-1 growth, X-gal OD620, 72 h | 280,000 compounds, 0.61% hits | AID 2071; in the data active means inhibition mostly above about 24%, no sharp cut-off; inactive means mostly below about 32%; further: some compounds called inactive have numbers as strong as hits
VIM-2 inhibitor – inhibitors of Pseudomonas aeruginosa VIM-2 metallo-beta-lactamase; purified VIM-2, nitrocefin hydrolysis, epi-absorbance fluorescence; inhibition, % at 5.6 µM; 290,000 compounds, 0.89% hits;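 active means inhibition above the mean of all tested compounds plus 3 SD, cutoff set per screening run, cut at about 7.5% in these data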;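 further: red hydrolysis product quenches plate fluorescence so inhibitors raise well fluorescence; 0% = enzyme with DMSO and 100% = DMSO without enzyme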
IDE cell inh – inhibits human insulin-degrading enzyme in HEK cells | inhibition, % at 5.59 µM | AID 434962 | 320,000 compounds, 0.41% hits | FAbetaB cleavage, fluorescence polarization;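 active means percent inhibition above the average of all tested compounds plus 3 SD, set per screening campaign, cut at about 16% in these data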;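 further: IDE supplied by intact live HEK cells; FP after avidin binding of uncleaved biotin substrate so inhibition keeps polarization high; 0% = DMSO wells and 100% = 60 µM reference IDE inhibitor Ii1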
GPR7 antagonist – antagonists of human GPR7 (neuropeptides B/W receptor 1) | inhibition, % at 4.4 µM | 290,000 compounds, 1.1% hits | GPR7-expressing cells, fluorescence antagonist assay | P48145; in the data active means inhibition above about 16%, passing the limit was not always enough;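 further: cells stimulated with the agonist NPW; 0% = agonist with vehicle and 100% = vehicle without agonist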
Target sequence (P48145 whole entry, looked up): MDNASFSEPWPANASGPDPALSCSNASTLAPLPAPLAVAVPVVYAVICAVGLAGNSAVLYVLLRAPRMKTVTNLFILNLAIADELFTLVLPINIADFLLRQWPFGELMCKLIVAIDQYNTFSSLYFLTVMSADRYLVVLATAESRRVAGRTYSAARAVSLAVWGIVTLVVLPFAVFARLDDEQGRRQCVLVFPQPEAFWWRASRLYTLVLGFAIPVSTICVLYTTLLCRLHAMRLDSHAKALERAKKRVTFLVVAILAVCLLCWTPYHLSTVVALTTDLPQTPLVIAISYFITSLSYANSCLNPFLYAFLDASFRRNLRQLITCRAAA
IDE act – IDE (human) activation, cell-based | HEK cells, FAbeta-B cleavage, fluorescence polarization; 0% vehicle, 100% cell-free pure enzyme wells | activation, % at 5.96 µM | 340,000 compounds, 0.073% hits;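 active means activation above the mean of all tested compounds plus 3 SD, set per screening campaign, cut at about 17% in these data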
pCIP destab – compounds decreasing mouse p/CIP protein stability | decrease of EGFP signal, % at 10 µM | AID 1984 | F442A p/CIP-EGFP cells, EGFP fluorescence, 16 h | 290,000 compounds, 0.01% hits | Q05BA5;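 active means EGFP signal decrease of at least 30% at 10 µM or well 3 SD below plate mean, unless failing retest; inactive means the rest, including hits failing retest or dose response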; further: some compounds called inactive have numbers as strong as hits; many of its hits are not listed in these tables
IMP-1 inh – inhibitors of Pseudomonas aeruginosa IMP-1 metallo-beta-lactamase; purified IMP-1, nitrocefin hydrolysis, epi-absorbance fluorescence; 290,000 compounds, 0.45% hits; inhibition, % at 5.6 µM;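 active means inhibition above the mean plus 3 SD of all compounds in the same screening run, cut at about 4.5% in these data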;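 further: 0% = IMP-1 with DMSO and 100% = DMSO wells lacking enzyme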
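System: Purified recombinant IMP-1 metallo-beta-lactamase enzyme | Measured by: Fluorescence quenching readout, ex 480/em 530 nm | Replication: Singlicate | Incubation: 15 min preincubation plus 25 min reaction at 25 °C | Evaluation: Percent inhibition from optical density relative to buffer-blank wells | Benchmarks: DMSO with and without IMP-1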
PfM18AAP inh – blocks P. falciparum M18 aspartyl aminopeptidase; recombinant PfM18AAP, H-Glu-NHMec fluorogenic cleavage; inhibition, % at 7.35 µM; 290,000 compounds, 1.2% hits;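 active means inhibition above the campaign mean inhibition over all tested compounds plus 3 SD, cut at about 28% in these data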;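 further: 0% = plate median of test compound wells and 100% = 2 mM ZnCl2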
Active calls of the source: *; nt = not tested or not shown.

canonical_smiles,PHOSPHO1 block,PfM18AAP inh,pCIP destab,IDE act,GPR7 antagonist,IDE cell inh,IMP-1 inh,NALP1 yeast inh,VIM-2 inhibitor
Cc1ccc(/C=c2\sc3nc(-c4cccnc4)nn3c2=O)cc1,-25,4,7,2,-11,5,-3.0,6,56*
CCOc1ccc(Nc2cc3n(c(=O)n2)CCc2cc(OC)c(OC)cc2-3)cc1,24,5,-7,2,-29,3,-2.3,0,-0.8
CCCc1cc(=O)[nH]c(SCc2ccc(Cl)cc2)n1,22,-1,-3,0,-9,-1,-2.0,8,-3.3
CC(=O)Nc1cccc(OCC(=O)Nc2ccccc2)c1,9,-16,4,3,13,-1,-0.5,25,0.8
CCCn1c2ccc(C)cc2c2nnc(SCCN3CCCCC3)nc21,5,-4,2,-2,-20,nt,-0.5,5,22*
COC(=O)N/N=C/c1cc(N=Nc2ccccc2)ccc1O,24,3,9,4,-8,4,-0.7,-41,-2.2
Cc1ccc2nc(NNC(=O)c3ccc4c(c3)OCCO4)sc2c1,-16,17,-2,2,-1,0,-1.3,18,-4.6
CC1(C)C(=O)Nc2ccccc2N1C(=O)COC(=O)C1CCCCC1,7,-6,7,-3,19,3,-2.7,4,-3.8
COc1ccc(-c2ccnc(SCC(=O)Nc3ccccn3)n2)cc1,2,-2,13,-2,-11,12,-3.8,-6,-2.5
CNC(=S)N/N=C/c1c(Cl)cccc1Cl,-11,12,-3,0,-21,-3,-2.4,6,-1.7
Fc1ccc(C2=NOC(c3nnc(-c4ccccc4)o3)C2)cc1 (configuration not stated),-17,nt,-1,3,nt,5,nt,nt,nt
COc1ccccc1C1CCCN1Cc1nc(-c2cc3c(cc2Cl)OCO3)oc1C (configuration not stated),36,-8,6,2,-11,1,-3.8,25,-2.5
Cc1cccc(N(CC(=O)NC(C)C)C(=O)CCC(=O)Nc2ccccn2)c1,-18,7,9,3,14,3,-0.5,14,1.3
CCOc1ccc(-c2nnc(SCc3nc4ccccc4[nH]3)n2N)cc1,76*,0,-9,-3,-6,6,-2.1,-32,-3.6
COc1ccc(OC)c(Nc2nc(N)nc(CSc3nnc(N)s3)n2)c1,10,0,-6,7,-4,-2,-2.9,28,0.7
CCOC(=O)c1ccc(N2C(=O)C3CC=C(C)CC3C2=O)cc1 (configuration not stated),-12,-25,-10,1,-1,5,-2.9,13,-2.5
Cc1cc(C(=O)NC2Cc3ccccc3C2)c(C)o1,51,1,-2,-1,-3,0,-0.6,16,-1.0
CCc1cccc(CC)c1NC(=S)N(CCN(C)C)C(C)c1cccnc1 (configuration not stated),18,-11,0,2,9,0,-0.1,-3,1.9
CCN(CC(=O)NC1CCS(=O)(=O)C1)S(=O)(=O)c1ccc2ccccc2c1 (configuration not stated),-2,-5,-20,4,-10,5,-2.0,27,-0.9
CCN(CC)S(=O)(=O)c1ccc(OC)c(NC(=O)c2cc(C)on2)c1,-7,1,16,6,-12,2,-0.4,8,0.6

Entries of single compounds as entered above. Screens in order: PHOSPHO1 block	PfM18AAP inh	pCIP destab	IDE act	GPR7 antagonist	IDE cell inh	IMP-1 inh	NALP1 yeast inh	VIM-2 inhibitor
COc1ccc(-c2ccnc(SCC(=O)Nc3ccccn3)n2)cc1 is listed with 2	-2	13	-2	-11	12	-3.8	-6	-2.5
Cc1ccc(/C=c2\sc3nc(-c4cccnc4)nn3c2=O)cc1 is listed with -25	4	7	2	-11	5	-3.0	6	56*

Remaining list, next part:
canonical_smiles,PHOSPHO1 block,PfM18AAP inh,pCIP destab,IDE act,GPR7 antagonist,IDE cell inh,IMP-1 inh,NALP1 yeast inh,VIM-2 inhibitor
CCOC(=O)N1CCN(S(=O)(=O)c2cc3c(cc2C)NC(=O)CO3)CC1,11,3,2,-3,-9,11,-3.1,7,-0.6
CC(=O)c1ccc(Nc2cc(C)nc3nc(C)nn23)cc1,9,-3,6,4,4,0,-0.8,-2,4.8
COc1ccc2oc(=O)c(-c3nc(C)cs3)cc2c1,43,-3,-25,4,1,5,-1.5,4,-0.4
CSc1ccc(/C=N/n2nnnc2N)cc1,22,-1,-8,-2,0,3,-1.9,10,-0.7
Cc1cccc(OCC(=O)NCC(=O)N/N=C/c2cc(Br)cc(Br)c2O)c1,45,4,-13,2,-10,1,0.7,24,-3.4
O=C(N/N=C/c1ccc([N+](=O)[O-])o1)c1cc(-c2ccncc2)nc2ccccc12,8,-1,-8,1,5,0,-0.8,5,-1.7
CCc1nnc(NS(=O)(=O)c2ccc(NS(=O)(=O)c3ccccc3[N+](=O)[O-])cc2)s1,44,8,6,4,1,-4,0.7,27,0.8
O=C(c1cc(-c2cccnc2)nc2ccc(Br)cc12)N1CCC2(CC1)OCCO2,nt,-9,nt,nt,-24,nt,-2.3,nt,-3.4
CCOC(=O)[C@@H]1[C@H]2COc3cc(OC)ccc3[C@@H]2N2C(=O)N(c3cccc(C)c3)C(=O)[C@@]12C,-2,-13,-9,0,-5,0,0.9,2,1.5
CCN=C1S/C(=C\c2cc(Br)c(O)c(OC)c2)C(=O)N1CC,41,6,-25,-24,-30,nt,0.8,4,1.2
COC(=O)c1cccc(N(CC(=O)NC2CCCC2)C(=O)CNC(=O)c2cccs2)c1,19,-5,5,5,-13,5,-2.3,10,-2.4
CC(C)Oc1ccc(CNC(=O)C2CCCN(S(=O)(=O)N3CCOCC3)C2)cc1 (configuration not stated),13,1,10,-1,3,2,-1.7,14,-2.1
CN(Cc1ccccc1)C(=S)NC(=O)C1CCCCC1,31,3,4,0,5,0,-3.8,25,-2.8
Cn1c(=O)c(C(=O)COC(=O)c2cc(C(F)(F)F)nc3c(C(F)(F)F)cccc23)c(N)n(CC2CC2)c1=O,-9,0,-12,nt,5,-1,0.4,23,1.8
COCCNC(=S)N/N=C/c1ccc(OCc2ccc(C(=O)OC)cc2)c(OC)c1,-7,7,1,nt,-4,3,-2.6,4,-5.1
Cc1csc(NC(=O)Cc2ccc(F)cc2)n1,-30,0,11,2,6,1,0.0,3,1.2
CCc1noc(C)c1C(=O)N1CCCC(C(=O)c2cc(F)ccc2F)C1 (configuration not stated),8,-2,-10,-2,-2,-1,-3.9,10,-4.7
Brc1ccc(CSc2nnc(-c3cccnc3)o2)cc1,48,-6,-9,-9,13,3,-1.2,6,1.4
O=C(CSc1ccc2nnc(-c3cccnc3)n2n1)NCc1ccco1,5,4,-6,3,-2,6,-5.3,-20,-1.7
CC(=O)N1N=C(c2ccc(C(C)(C)C)cc2)OC1(C)C,6,0,0,2,5,9,0.5,31,0.6
Fc1ccc(C(c2nnnn2Cc2ccccc2)N2CCSCC2)cc1 (configuration not stated),1,0,1,1,-4,-1,-3.8,1,-5.0
O=C(NC1CC2CCC(C1)N2Cc1ccccc1)c1cccc(F)c1 (configuration not stated),nt,1,12,4,-4,-4,-2.9,10,-0.5
CC1=C(C(=O)OC2CCCCC2)C(c2ccc(F)cc2)NC(=O)N1 (configuration not stated),11,0,-12,-14,-3,8,-1.7,15,-0.6
O=C(NCCn1cccn1)C1CCC(=O)N(CCc2cccc(F)c2)C1 (configuration not stated),12,1,-5,-2,-7,nt,-1.0,-3,-0.2
COCCNC(=O)c1cccc(C)c1[N+](=O)[O-],-4,1,-12,-1,-11,1,-3.1,16,-1.7
COc1ccc(C(=O)N/N=C(\CCC(=O)O)c2ccc(C(C)(C)C)cc2)cc1OC,12,-14,2,0,0,-1,-0.9,18,-0.5
COc1cccc(CNC(=O)c2nnn(CC(=O)Nc3cc(C)ccc3C)c2N)c1,38,-9,-2,7,1,-7,-1.1,24,-2.4
COc1cccc(-c2cc(C(=O)Nc3nc4ccccc4s3)c3ccccc3n2)c1,28,26,-3,0,2,-1,-2.2,15,-7.3
O=C(c1ccccc1)n1ccn(-c2ccccc2)c1=S,-12,6,-1,-4,-14,7,-1.4,-3,-1.4
CC(C)(C)NC(=O)CSc1nc2[nH]ncc2c(=O)[nH]1,34,15,-4,1,-14,-3,-2.2,-6,-1.2
Cc1cc(C)cc(OCc2nnc(SCC(=O)OC3CCCCC3)o2)c1,-14,-3,-13,-3,0,9,2.7,18,-0.4
O=C(/C=C\Nc1ccccc1Br)c1ccc2c(c1)OCO2,4,-10,13,3,-4,3,-2.7,7,3.5
CC#CC(=O)N1CCC(CCC(=O)N(C)Cc2ccccc2)CC1,nt,-13,-159,-1,-2,-4,-2.7,-11,-1.2
Cc1ccc(S(=O)(=O)NCCCn2ccnc2)cc1,3,3,-5,3,-5,-1,0.4,20,0.6
O=C(Nc1nc(-c2cccs2)cs1)c1ccc(Cl)cc1,33,10,4,0,-12,1,1.6,19,-0.9
CC(C(=O)N1CCN(Cc2ccccc2)CC1)n1ncn2cccc2c1=O (configuration not stated),-25,-12,0,-6,-5,0,-2.2,-5,-0.6
O=C(Nc1ccccc1O)c1csc2c1CCCC2,37,-6,-5,0,0,4,-0.9,1,-2.2
O=C(NCc1ccc2c(c1)OCO2)c1ccc(-c2ccc(Cl)cc2)o1,21,-5,-23,0,-14,5,-4.9,18,-0.4
CCOc1ccc(NC(=O)NC2(C(=O)NCc3ccco3)CCCCC2)cc1,30,1,4,1,-6,3,-3.8,13,-1.9
CCn1c(COc2ccccc2)nnc1SCc1ccc(C#N)cc1,50,-16,-6,1,10,1,-1.6,9,-3.4
Cc1nc2c(c(C)nn2-c2ccccc2)c(C)c1CCC(=O)Nc1ccc(CN2CCCC2)cc1,32,-1,0,7,7,-1,-4.5,nt,5.2
CCn1c2ccccc2n2c(=O)c(=O)n(CC(=O)Nc3ccc(C(C)C)cc3)nc12,-19,-7,-8,-6,-3,8,-3.0,7,-2.4
CC(C)Nc1nc(SCC(=O)Nc2ccccc2)nc(N2CCOCC2)n1,34,-3,27,-1,-18,3,-4.2,-2,-4.5
CC(=O)Nc1cc2c(cc1C(=O)C(C)C)OCCO2,-46,-4,-17,2,-7,0,-1.0,1,-1.7
COc1ccc(OCc2cnc(Cl)s2)cc1,28,-8,-20,-2,-10,9,-2.0,-9,-0.3
CC(C)(C)OC(=O)N1CC(O)CC1C(=O)OCC(=O)c1ccc(Cl)cc1 (configuration not stated),48,4,-6,7,-4,9,-3.2,-1,-2.7
CCC(C)[C@H](NC(=O)c1cc2cc(Cl)ccc2n1C)C(=O)N1CCC[C@H]1C(=O)O (some centres not stated),34,-3,-1,1,-4,8,-4.2,12,-1.8
COc1ccc(N(CC(=O)N2CCN(c3ccccc3F)CC2)S(=O)(=O)c2c(C)n[nH]c2C)cc1,-7,2,-6,-3,6,-2,-1.3,13,-0.6
COc1ccc(Cl)cc1NC(=O)CN(C)CC(=O)NC(C)c1ccccc1 (configuration not stated),36,-9,8,9,15,7,-1.9,6,-2.1
CCOc1ccc(N2CC(C(=O)Nc3c(C)n(C)n(-c4ccccc4)c3=O)CC2=O)cc1 (configuration not stated),10,-11,-5,3,-2,0,-3.5,-6,-2.1
COCCCn1c(=O)cc(C)[nH]c1=S,43,1,4,3,-19,1,-3.4,1,-4.4
N#CCc1c(C#N)c(N)nc(N2CCCC(O)C2)c1C#N (configuration not stated),24,-30,-4,-1,-9,10,-1.0,-8,-1.3
CSc1nsc(SCC(=O)Nc2cc(C(=O)O)ccc2C)n1,-10,9,4,4,7,7,-0.1,17,2.1

Bioassay records as filed in PubChem.
